E coli growth – reduces bacterial viability in AddAB counter-screen. inhibition, % at 11.9 µM. 330,000 compounds, 0.27% hits. E. coli V3065 growth, OD600 absorbance, 18 h. AID 449728;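 active = inhibition above the campaign's mean inhibition across all tested compounds plus 3 SD, cut at about 9.9% in these data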;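 also: uninfected addAB+ strain grown without phage in ampicillin broth; 0% = DMSO wells and 100% = ciprofloxacin 0.95 µg/ml wells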
SUMO Mot1 rescue – SUMOylation pathway inhibition by Mot1-301 growth rescue. S. cerevisiae Mot1-301 growth rescue, ATP luminescence, 38.5C; percent above DMSO median, 100 means doubled. growth rescue, % at 18.8 µM. 320,000 compounds, 1% hits;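 active = every valid replicate shows activation above 250% relative to neutral control wells; inactive = the rest, any valid replicate at or below 250%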;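 also: OY570 slx delta 5 strain wells were the positive control but not used for scaling; some compounds called inactive have numbers as strong as hits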
PfHsp90 set2 – growth inhibition of yeast expressing Plasmodium Hsp90; S. cerevisiae expressing PfHsp90, BacTiter-Glo ATP, 48 h; yeast lacking PDR1 and PDR3 efflux regulators; inhibition, % at 9.4 µM; 310,000 compounds, 0.32% hits;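 active = every replicate shows inhibition above about 80%, whatever the replicate mean, limit read from the data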;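 also: 0% = DMSO neutral controls and 100% = 20 µM radicicol positive controls; yeast relying on Plasmodium falciparum Hsp90 in place of its own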
Tat export inh – blocks Tat-dependent protein export in E. coli. E. coli MC4100 TorA-mCherry Tat export, fluorescence. inhibition, % at 10 µM. 340,000 compounds, 0.036% hits;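 active = mean replicate inhibition at least 50% and at least half of replicates individually reaching 50%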;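 also: exported cargo escapes ClpAP degradation while cytoplasmic cargo is degraded and loses fluorescence; 0% = median of neutral control wells and 100% = median of NaSCN control wells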
Pemphigus Ab inh – blocks pemphigus antibody binding to human desmoglein-3; P32926; DSG3-coupled beads, scFv-anti-DSG3-GFP binding, flow cytometry; stronger effect = lower value; binding (percent of control), % at 10 µM; 310,000 compounds, 0.48% hits; AID 588358;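 active = binding more than 3 SD below its plate's average and above zero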; also: some compounds called inactive have numbers as strong as hits
Arrestin-AP2 inh – inhibitors of human beta-arrestin and AP2 interaction; FITC-arrestin peptide / GST-AP2 beads, flow cytometry; AP2 beta2 appendage carries R879A mutation; inhibition, % at 10 µM; 340,000 compounds, 0.31% hits;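 active = inhibition above a set limit, near 3 SD of compounds lacking own fluorescence, cut at about 54% in these data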;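 also: plate controls were DMSO wells for no effect and 5 µM unlabelled arrestin peptide for full effect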
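System: GST-AP2 R879A bound to glutathione beads, E. coli-expressed. Also added: 50 nM FITC-arrestin peptide. Schedule: compound with beads 12 min RT, then probe 1 h RT. Signal: bead flow cytometry, FITC channel. Read-out basis: percent response.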
PKA-R1A act – PKA-R1A complex activation | PKA-R1A dissociation, Cy5-IP20 fluorescence polarization; scaled: DMSO 0%, 113 µM cGMP 100% | P00514+P68181 | activation, % at 11.4 µM | 340,000 compounds, 0.083% hits;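 active = percent activation above the mean of all tested compounds plus 3 SD, cut at about 19% in these data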;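 also: higher means more PKAc released from R1A so a rise in polarization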
MOR-DOR ag – agonists of human mu-delta opioid receptor heterodimerization. cells, OPRM1-OPRD1 heterodimerization, luminescence. P35372+P41143. 340,000 compounds, 0.3% hits. activation, % at 9.3 µM; in the data active = activation above about 18%;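 also: 0% = vehicle-treated cells and 100% = reference agonist; values of inactives mirror those of a sister screen read the other way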
Target sequence (P35372 whole entry, looked up): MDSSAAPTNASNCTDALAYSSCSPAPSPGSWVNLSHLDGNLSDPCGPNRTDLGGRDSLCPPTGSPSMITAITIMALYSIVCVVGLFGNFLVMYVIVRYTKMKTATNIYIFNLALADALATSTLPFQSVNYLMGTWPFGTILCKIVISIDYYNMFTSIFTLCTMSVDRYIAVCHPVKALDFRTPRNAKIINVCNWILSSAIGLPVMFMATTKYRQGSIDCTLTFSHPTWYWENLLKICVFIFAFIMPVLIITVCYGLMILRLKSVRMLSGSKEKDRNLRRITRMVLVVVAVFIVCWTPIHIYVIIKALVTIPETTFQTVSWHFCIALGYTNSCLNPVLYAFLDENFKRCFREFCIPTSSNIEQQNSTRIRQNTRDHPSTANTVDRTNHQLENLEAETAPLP
Target sequence (P41143 whole entry, looked up): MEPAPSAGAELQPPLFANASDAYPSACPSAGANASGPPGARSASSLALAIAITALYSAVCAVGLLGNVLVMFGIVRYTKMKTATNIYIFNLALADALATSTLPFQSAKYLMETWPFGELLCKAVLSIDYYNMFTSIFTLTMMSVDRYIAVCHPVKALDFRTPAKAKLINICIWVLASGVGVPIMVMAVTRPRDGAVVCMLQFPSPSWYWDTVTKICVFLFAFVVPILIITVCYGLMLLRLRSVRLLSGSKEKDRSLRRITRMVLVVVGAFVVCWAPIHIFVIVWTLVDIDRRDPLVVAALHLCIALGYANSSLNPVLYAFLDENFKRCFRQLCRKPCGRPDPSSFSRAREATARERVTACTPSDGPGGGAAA
AddAB inh – less growth of phage-infected E. coli with AddAB; inhibition, % at 11.9 µM; 330,000 compounds, 0.29% hits; E. coli expressing H. pylori AddAB, absorbance growth; in the data active = inhibition above about 12%;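 also: 0% = vehicle wells of infected cells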
MOR-DOR inv ag – inverse agonists of human mu-delta opioid receptor heterodimerization. AID 504357. cell-based MOR-DOR heterodimer luminescence, inverse agonism. 340,000 compounds, 0.21% hits. P35372+P41143. inhibition, % at 9.3 µM; in the data active = inhibition above about 22%, passing the limit was not always enough;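 also: 0% = cells with DMSO and 100% = wells without cells with DMSO; values of inactives mirror those of a sister screen read the other way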
phage Ecoli inh – E. coli growth loss with phage present; AID 651602; inhibition, % at 11.9 µM; growth absorbance; 360,000 compounds, 0.26% hits; in the data active = inhibition above about 11%
* marks the source's active call; other numbers are inactive results; . = not tested or not shown.

The line under a structure holds: MOR-DOR ag	SUMO Mot1 rescue	phage Ecoli inh	PfHsp90 set2	Arrestin-AP2 inh	MOR-DOR inv ag	Tat export inh	PKA-R1A act	Pemphigus Ab inh	E coli growth	AddAB inh
1	O=C1CCCC/C1=C\Nc1ccc(Cl)cn1
    0.4	-12.8	1.4	15.3	10.0	-2.3	0.3	4.1	94.8	2.4	3.2
2	Cc1ccc(S(=O)(=O)/C=C2\NC(=O)CS2)cc1
    -2.7	.	4.6	22.9	-2.7	14.7	0.4	-1.8	95.2	0.6	-0.3
3	O=C(O)/C=C/c1ccc(S(=O)(=O)Nc2cccnc2)cc1
    0.4	2.8	4.1	12.6	9.0	-1.9	1.0	6.0	104.5	-1.6	0.3
4	CC(=O)c1ccc(NC(=O)C[n+]2ccc(N(C)C)cc2)cc1
    -2.2	-5.2	-0.2	6.7	-3.3	10.5	5.8	-0.2	105.4	.	.
5	O=C(O)C(CCc1ccccc1)N1C(=O)c2ccccc2C1=O (centres undefined)
    -3.5	.	3.4	-2.2	-1.4	17.4	-0.1	4.8	94.2	.	.
6	Cc1ccc(S(=O)(=O)N2C(=O)CCC2C(=O)O/N=C(\N)c2cccc([N+](=O)[O-])c2)cc1 (centres undefined)
    -0.9	-4.0	2.0	-6.4	-16.4	3.6	-0.7	-16.4	109.4	-1.4	1.8
7	COCCNC(=O)/C(C#N)=C/c1cccc(/C=C(\C#N)C(=O)NCCOC)c1
    -1.7	-9.9	4.1	11.3	-5.8	9.2	-6.3	2.6	93.9	2.0	6.2
8	O=C(Nc1ccc2c(c1)OCO2)c1ccc(CO)cc1
    -1.2	-24.0	1.8	6.9	9.1	5.0	5.8	-7.0	.	-0.5	-1.3
9	COc1ccc(Cl)cc1NC(=O)CN1CCCCCC1
    1.8	3.4	1.6	.	2.4	-9.1	0.1	-15.5	118.6	2.5	3.7
10	Cc1ccccc1C(=O)Nc1ccc2c(c1)C(=O)NC2=O
    -2.4	0.2	0.1	-32.8	-9.5	14.4	-3.9	1.6	103.2	1.4	0.0
11	Cc1ccnc(NC(=O)c2ccc(S(=O)(=O)N3CCCCC3)cc2)c1
    -1.0	3.8	2.5	-17.6	8.4	4.3	9.5	-3.5	99.0	-0.2	3.3
12	Cc1ccc(-c2nnc(SCC(=O)N3CC(C)CC(C)C3)o2)cc1C (centres undefined)
    2.2	-14.2	3.2	16.8	3.4	-10.8	9.4	-12.7	112.2	-1.0	2.1
13	Cc1ccc2cc(NC(=O)CC(CC(=O)O)c3ccccc3)ccc2n1 (centres undefined)
    -0.9	-2.8	0.4	21.0	4.2	4.6	-11.6	-5.9	93.8	-2.6	-1.5
14	CCNc1nc(C(=O)O)nc(N2CCOCC2)n1
    -3.4	-4.9	-1.5	10.5	-0.3	16.4	1.0	9.3	112.4	0.3	0.6
15	COC(=O)COc1cccc2c(=O)n(CC(=O)N3CCC(C)CC3)ccc12
    -1.8	4.6	2.8	14.6	1.8	8.7	-5.4	-3.0	100.5	1.6	0.8
16	COc1ccc(N2CCN(C(=O)CCC(=O)N3CC(C)Oc4ccccc43)CC2)cc1 (centres undefined)
    -0.8	25.2	2.7	13.5	4.5	4.5	-1.1	-10.2	97.5	-0.1	1.0
17	CCCCCCSc1cc(-c2nc3cnccn3c2NCCCC)ccc1OC
    1.2	-13.5	.	-29.2	-12.0	-6.5	3.6	-8.8	.	-0.2	0.2
18	COC(=O)CCC(=O)OC1(C)C(=O)C=C2C=C(C3CC3)N(Cc3ccc(OC)cc3)C=C2C1=O (centres undefined)
    3.5	3.8	2.9	-15.2	35.1	-18.7	-7.3	5.2	97.8	-1.0	3.5
19	Cc1nn(C2CCS(=O)(=O)C2)c(Cl)c1/C=C/C(=O)OCC(=O)c1cc(C)n(-c2ccc(F)cc2)c1C (centres undefined)
    1.0	-16.4	3.8	.	-9.5	-7.1	3.1	-7.1	87.4	-1.3	2.1
20	COc1ccccc1C1CCN(Cc2ccc(C)cc2)CC1
    -1.6	0.3	3.3	21.6	-14.0	7.2	-2.5	5.0	103.3	-0.2	1.9

The line under a structure holds: MOR-DOR ag	SUMO Mot1 rescue	phage Ecoli inh	PfHsp90 set2	Arrestin-AP2 inh	MOR-DOR inv ag	Tat export inh	PKA-R1A act	Pemphigus Ab inh	E coli growth	AddAB inh
21	Cc1cc(-c2nnc(SCC(=O)Nc3ccc(F)cc3F)n2N)n[nH]1
    -1.5	18.7	1.3	8.5	17.4	8.0	-4.2	1.1	99.2	-1.3	1.4
22	CC(=O)Nc1ccc(OCC(O)CN2C(C)CCCC2C)cc1 (centres undefined)
    -1.8	-5.8	-0.3	15.4	3.8	9.1	-3.3	1.0	101.1	0.0	1.4
23	Cc1cccc(N2C(=O)c3cccnc3C2=O)c1
    -2.3	16.8	2.3	-14.1	26.0	14.0	10.4	-7.6	80.4	-4.1	-0.5
24	Cc1ccc(Nc2nc3ccc(Cl)cc3n3cnnc23)cc1F
    6.3	16.7	0.6	16.3	3.5	-27.9	4.2	-11.6	91.0	-2.6	-1.0
25	COc1ccc(CN=C2NN=C(c3cccc(OC)c3)CS2)cc1
    -1.9	12.0	-0.6	.	-7.7	9.8	-1.8	-5.8	127.2	-3.0	0.2
26	O=[N+]([O-])c1ccc(/C=N/n2c(COc3ccccc3)n[nH]c2=S)cc1
    4.0	383.8	2.4	-4.0	0.8	-20.2	-0.9	-4.4	.	0.9	0.3
27	Cn1cc(CNCC2CCCO2)c(-c2ccc(Oc3ccccc3)cc2)n1 (centres undefined)
    1.2	0.6	1.5	1.8	11.6	-6.3	-1.7	-10.0	107.0	0.8	5.5
28	CC(C)C[C@H](NC(=O)N1CC(=O)Nc2ccccc21)C(=O)N[C@@H](Cc1ccccc1)C(=O)O
    -1.4	-4.8	2.0	-4.7	0.2	7.1	0.6	15.8	.	-3.3	0.3
29	CC1=CSC2=NS(=O)(=O)CCN12
    -0.4	234.0	-2.0	15.3	-8.6	2.1	1.6	-5.2	97.5	0.5	-0.4
30	CCOc1ccc(/C=N/NC(=O)Cc2ccccc2)cc1CN1CC2CC(C1)c1cccc(=O)n1C2 (centres undefined)
    -2.7	104.2	3.4	10.4	6.5	14.2	-0.4	-2.2	103.7	-0.5	2.9
31	COc1ccc(C(C)=O)cc1CN1C(=O)NC2(CCCCCC2)C1=O
    -4.5	-8.2	2.1	-11.7	-11.8	19.5	27.2	-14.3	106.8	-1.2	0.8
32	Cc1ccc(C(=O)O)cc1N1C(=O)c2cccc3c([N+](=O)[O-])ccc(c23)C1=O
    14.2	29.2	0.1	-24.1	45.8	-78.5	0.7	-1.7	109.2	1.5	0.7
33	COc1ccc(CNC(=O)Cn2cc(C)c(=O)[nH]c2=O)cc1
    -4.1	.	1.7	12.0	-7.7	19.0	-1.5	-4.7	102.4	.	.
34	CC(C)OCCCNC(=O)C1CCC(CNS(=O)(=O)c2cccc3nsnc23)CC1 (centres undefined)
    -0.4	-6.8	.	-19.9	4.7	2.2	-8.8	1.6	101.2	0.0	-0.5
35	Cc1cc(N2CCN(S(=O)(=O)c3ccc(Cl)c(Cl)c3)CC2)c2ccccc2n1
    -1.1	-0.8	0.7	7.0	30.6	5.6	9.8	-10.1	104.0	0.7	-1.6
36	Cc1cc(NC(=O)c2ccoc2C)ccc1Br
    7.1	93.7	3.2	-2.1	-5.4	-28.8	-0.7	-15.0	87.7	-0.9	2.1
37	Cc1cc(OCCn2ccnc2)cc(C(C)C)c1
    -3.0	101.9	0.9	-13.3	15.1	16.1	0.9	15.9	126.2	-0.8	-1.5
38	Cc1nc(SCc2ccc([N+](=O)[O-])cc2)nc2ccccc12
    0.4	3.6	2.3	.	3.9	-2.2	1.1	-5.2	98.2	-1.6	2.0
39	COc1cc(C2NC(=O)NC(C)=C2C(C)=O)ccc1O (centres undefined)
    -1.4	-3.7	-0.3	7.6	6.4	6.9	0.3	-1.0	90.4	-2.0	-2.4
40	CCCOc1ccc(-c2nc(N3CCN(C)CC3)c3ccccc3n2)cc1
    3.6	42.2	1.2	41.7	10.6	-18.0	-2.0	-6.2	92.5	-1.4	-1.0

Taken from above.
MOR-DOR ag result of cpd 40 : 3.6
PfHsp90 set2 result of cpd 27 : 1.8

Going on with the list.
The line under a structure holds: MOR-DOR ag	SUMO Mot1 rescue	phage Ecoli inh	PfHsp90 set2	Arrestin-AP2 inh	MOR-DOR inv ag	Tat export inh	PKA-R1A act	Pemphigus Ab inh	E coli growth	AddAB inh
41	Cc1cc(Br)ccc1NC(=O)CN(C)Cc1cccs1
    3.8	7.9	1.3	-3.5	-3.4	-23.8	6.9	-4.3	.	-0.4	2.3
42	CC(C)C(=O)NNC(=O)c1csc(CS(=O)(=O)c2ccc(Cl)cc2)n1
    -2.6	-5.7	3.4	1.0	5.7	13.7	-6.5	-4.4	102.9	-1.2	2.8
43	CCOC(=O)c1cc(C(=O)Nc2ccc(S(=O)(=O)Nc3ccc(OC)cc3)cc2)nn1C
    5.0	2.0	3.8	.	19.1	-28.5	-9.2	-1.3	.	-1.9	-1.8
44	Cc1[nH]ccc(=O)c1Cc1c(Cl)cccc1Cl
    -1.0	170.7	0.7	-11.6	16.9	5.7	-0.7	8.1	93.6	-1.3	1.2
45	O=C(CCC(=O)NNC(=O)c1ccc(Cl)cc1Cl)NCc1ccccc1
    -2.5	0.0	2.3	25.9	-11.1	9.8	-0.2	-11.3	108.8	0.0	2.2
46	Cc1ccc(C)c(S(=O)(=O)N2CCN(C(=O)CCc3c[nH]c4ccccc34)CC2)c1
    -0.2	1.7	2.0	-3.5	-7.8	0.7	0.3	8.2	90.9	4.2	2.1

Screening results (PubChem)
